BoNT F protease: BoNT/F light chain protease inhibitors, primary screen, biochemical, flow cytometry, MLPCN library; 360,000 compounds, 0.22% hits; Multiplex microsphere protease cleavage assay; inhibition, % at 10 µM; Botulinum neurotoxin type F light chain protease (Clostridium botulinum); in the data active = inhibition above about 35%, passing the limit was not always enough; inconclusive = no clear call, values can overlap the other calls; also: plate controls were buffer without enzyme for full effect and enzyme alone for no effect
Mtb UGM inh: M. tuberculosis UGM enzyme inhibitors, primary screen, biochemical, fluorescence polarization, single point. purified UGM, fluorescence polarization probe displacement. inhibition, % at 10 µM. 320,000 compounds, 0.06% hits. UDP-galactopyranose mutase (Mycobacterium tuberculosis (strain ATCC 25618 / H37Rv)), …. AID 504406, 2011; in the data active = inhibition above about 10%, passing the limit was not always enough; inconclusive = no clear call, values can overlap the other calls
Target sequence (P9WIQ1 whole entry, looked up): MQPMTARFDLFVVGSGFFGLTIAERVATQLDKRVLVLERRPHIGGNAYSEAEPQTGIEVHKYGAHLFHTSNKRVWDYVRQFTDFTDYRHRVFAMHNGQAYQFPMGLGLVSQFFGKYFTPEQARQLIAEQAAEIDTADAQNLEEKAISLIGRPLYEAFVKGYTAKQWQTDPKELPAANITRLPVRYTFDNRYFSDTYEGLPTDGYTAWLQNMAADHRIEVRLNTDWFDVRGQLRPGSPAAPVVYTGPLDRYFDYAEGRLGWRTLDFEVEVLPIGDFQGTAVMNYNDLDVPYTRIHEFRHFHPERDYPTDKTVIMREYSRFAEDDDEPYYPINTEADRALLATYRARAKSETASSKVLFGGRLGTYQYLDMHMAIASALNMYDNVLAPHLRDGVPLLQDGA
GDH-TPI inh: GDH-TPI coupling enzyme inhibitors, primary screen, artefact control for M. tuberculosis FBA inhibitor project, biochemical, absorbance, full deck. inhibition, % at 4.8 µM. 360,000 compounds, 1.2% hits. GDH-TPI coupled enzyme counterscreen, NADH absorbance; in the data active = inhibition above about 30%;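 also: 0% = DMSO wells and 100% = wells lacking the enzyme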
BoNT A protease: BoNT/A light chain protease inhibitors, primary screen, biochemical, flow cytometry, MLPCN library; AID 588499, 2011; multiplex microsphere protease substrate cleavage; Botulinum neurotoxin type A light chain protease (Clostridium botulinum A str. ATCC 3502); inhibition, % at 10 µM; 360,000 compounds, 0.17% hits; also: plate controls were buffer without enzyme for full effect and enzyme alone for no effect
Anthrax LF inh2: Bacillus anthracis LF protease inhibitors, primary screen, biochemical, multiplex microsphere, MLPCN library. 360,000 compounds, 0.12% hits. multiplex microsphere protease cleavage assay. Lethal factor (Bacillus anthracis), P15917. inhibition, % at 10 µM; also: plate controls were buffer without enzyme for full effect and enzyme alone for no effect
PfHsp40 yeast: rescue of yeast from PfHsp40 toxicity, primary screen, S. cerevisiae, ATP luminescence; S. cerevisiae expressing PfHsp40, growth rescue; growth rescue, % at 12.5 µM; 340,000 compounds, 0.68% hits; in the data active = growth rescue above about 28%, passing the limit was not always enough; inconclusive = no clear call, values can overlap the other calls;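 also: yeast W303a lacking pdr1 and pdr3 grown in galactose medium; growth measured after three days at 30 °C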
FadD28 binding: inhibitors of FadD28 bisubstrate probe binding, primary screen, biochemical, fluorescence polarization, single point; Mycobacterium tuberculosis FadD28 fatty-acid-AMP ligase; inhibition, % at 12.5 µM; 360,000 compounds, 0.22% hits; AID 588549, 2011; in the data active = inhibition above about 8.5%, passing the limit was not always enough; inconclusive = no clear call, values can overlap the other calls
BioA inh: M. tuberculosis BioA enzyme inhibitors, primary screen, biochemical, plate reader, single point, HTS. 7,8-diaminopelargonic acid synthase BioA (Mycobacterium tuberculosis). inhibition, % at 9.99 µM. purified M. tuberculosis BioA enzyme. 360,000 compounds, 0.096% hits; in the data active = inhibition above about 40%; inconclusive = no clear call, values can overlap the other calls
Mtb FBA inh: Mtb FBA enzyme inhibitors, primary screen, biochemical, fluorescence, strain H37Rv. Fructose-bisphosphate aldolase (Mycobacterium tuberculosis (strain ATCC 25618 / H37Rv)), …. purified M. tuberculosis FBA, fluorescence read-out. inhibition, % at 1 µM. 360,000 compounds, 2.3% hits. AID 588726, 2011; in the data active = inhibition above about 27%;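 also: 0% = vehicle and 100% = reference inhibitor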
Target sequence (P9WQA3 whole entry, looked up): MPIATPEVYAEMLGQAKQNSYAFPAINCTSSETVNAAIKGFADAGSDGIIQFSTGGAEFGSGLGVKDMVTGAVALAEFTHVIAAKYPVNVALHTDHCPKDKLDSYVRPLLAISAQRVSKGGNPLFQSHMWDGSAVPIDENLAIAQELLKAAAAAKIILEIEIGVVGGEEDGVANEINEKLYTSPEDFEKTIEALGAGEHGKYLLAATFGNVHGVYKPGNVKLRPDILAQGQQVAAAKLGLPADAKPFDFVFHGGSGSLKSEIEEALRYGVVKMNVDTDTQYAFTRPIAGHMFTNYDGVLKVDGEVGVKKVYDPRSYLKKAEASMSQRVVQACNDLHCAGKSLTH
Numbers without * were called inactive; ? = inconclusive; · = no result given; + = active, no number. Rule as the data show it, unless noted: active = inhibition above about 30%; inconclusive = no clear call, values can overlap the other calls; inactive = below that.

molecule	BoNT F protease	Mtb UGM inh	GDH-TPI inh	BoNT A protease	Anthrax LF inh2	PfHsp40 yeast	FadD28 binding	BioA inh	Mtb FBA inh
Cc1noc(C)c1S(=O)(=O)N(C)C[C@H]1Oc2ccc(NC(=O)Cc3ccccc3)cc2C(=O)N([C@H](C)CO)C[C@@H]1C	-11	-4.4	-4	0.2	-6	-0.3	-3.7	-0.3	1
Brc1ccc2[nH]cc(C=NN3CCCCCC3)c2c1	-10	·	5	-0.5	-10	-0.7	-3.2	-0.7	-1
N/C(=N\OC(=O)c1ccc(Cl)c(Cl)c1)c1ccccn1	2	-1.8	-1	-0.1	-2	1.1	-3.0	-1.0	2
CCn1cc(C(=O)NCC(C)C)c(=O)c2cc(F)c(N3CCN(C(=O)c4ccco4)CC3)cc21	10	3.3	1	1.2	-3	0.8	0.6	·	11
CCCCCSc1cc(OC)c(CCNC)cc1OC	-7	·	-12	0.8	2	-1.8	-5.5	-0.8	4
CN(CC(=O)N1CCOCC1)S(=O)(=O)c1ccc2ccccc2c1	·	-0.1	4	·	·	-0.1	-1.6	-0.5	1
CCCn1c(=O)c2[nH]cnc2n(-c2ccccc2C)c1=O	?	2.5	-3	?	-3	-0.7	-1.4	·	-2
CC(C)c1ccc(CC(NC(=O)c2ccccc2)C(=O)NCC(=O)O)cc1 (configuration not stated)	-5	4.7	4	1.3	-7	0.4	2.5	·	-1
Cc1ccccc1NCC(=O)c1ccc(Br)cc1	-6	-0.7	-2	0.1	-4	-1.3	-2.7	-2.3	-4
O=c1c2ccccc2nnn1CSc1ccccc1	-3	-1.5	1	-0.4	-1	-0.2	-1.5	·	3
COc1ccc(-c2csc3[nH]c(=S)n(-c4ccccc4)c(=O)c23)cc1OC	-7	-0.2	20	-0.3	-3	0.3	-1.2	1.5	3
CC(C)C(=O)N1CCC1(C)C(=O)Nc1ccc2cn[nH]c2c1 (configuration not stated)	-2	·	-12	0.0	2	·	-3.9	-0.6	-1
COc1cc(NC(=O)SC2=NCCS2)cc(OC)c1	-18	·	3	-0.9	-8	·	-3.3	-0.2	3
c1ccc(N2CCN(c3cccc(-c4cc5ccccc5s4)n3)CC2)nc1	-1	·	-5	0.1	-3	·	-2.1	-0.1	5
COc1ccc(C(=O)O/N=C2\C(=O)N(C)c3ccccc32)cc1	-1	-1.1	0	-0.3	2	?	0.0	-0.5	3
Cc1ccc(S(=O)(=O)N(C)C)cc1NC(=O)COC(=O)c1ccc2c(c1)OCCO2	0	-0.6	-2	1.0	1	-0.7	2.6	-3.0	7
C=CCN(C(=O)CN1CCOCC1)c1nc(C)c(-c2ccccc2)s1	-1	-1.1	-4	-0.3	1	-0.4	-4.4	2.0	-1
N[C@@H](Cc1c[nH]c2ccccc12)c1nnc(SCc2ccc(Cl)cc2)o1	-20	2.8	11	-0.5	-10	2.1	-2.4	3.5	-4
COc1ccc(CCNC(=O)c2cnccn2)cc1	-3	-1.4	0	-0.7	-8	0.1	0.4	1.6	0
COc1cccc(CNC(=O)C2CCCN(C(=O)c3ccc(Cl)cc3)C2)c1 (configuration not stated)	-9	·	-3	-2.9	-5	0.1	-3.6	2.0	-1
Cn1c(SCC(=O)N2CCCc3ccccc32)nc2cccnc21	?	-1.4	-1	0.1	8	-0.2	-2.2	-0.7	3
COc1cc(Cn2c(N)c(C#N)c3nc4ccccc4nc32)cc(OC)c1	1	1.3	17	3.8	-4	0.1	-1.4	-1.6	109*
C=CCn1c(SCC(=O)c2ccc(OC)cc2)nnc1C(C)NC(=O)c1cccs1 (configuration not stated)	8	3.8	-7	2.5	-2	-1.1	-3.7	5.9	0
CCOC(=O)N1CCN(C(=O)c2cc(COc3ccc(OC)cc3Cl)on2)CC1	-1	-0.4	4	-0.7	1	1.3	-0.5	0.2	2
CCCCCCc1ccc(-c2ncc(N)cn2)cc1	-2	3.6	-2	-0.3	-4	1.5	-3.8	-1.6	5
O=C(COc1ccc(F)cc1Br)NCc1nnc2ccccn12	-10	1.3	-2	0.1	-10	1.6	·	-2.7	1
COc1ccc(N2CCN(CC(=O)Nc3ccc(SC(F)F)cc3)CC2)cc1	-7	-0.3	3	0.0	-5	0.9	-2.5	·	-1
COc1ccc(-c2cc(-c3nnc(COC(=O)c4ccncc4)o3)c3ccccc3n2)cc1OC	0	1.7	2	7.7	2	-0.6	-11	·	-2
COc1cc(CNCc2ccc(OC)c3ccccc23)cc(OC)c1OC	?	1.8	28	?	18	0.2	-0.4	-2.7	2
Oc1c(Br)cc(Br)cc1CNc1ccc(F)cc1	-6	1.6	7	-1.0	0	187*	2.4	·	0
O=C(Nc1cnn(C23CC4CC(CC(C4)C2)C3)c1)c1cnn2cccnc12	-5	-1.1	9	1.7	2	0.7	-5.7	-1.8	0
CCC(CC)C(=O)N1N=C(c2ccc(NS(C)(=O)=O)cc2)CC1c1ccc(C)cc1 (configuration not stated)	-13	0.2	29	-1.2	-5	1.0	-0.4	·	+
CC(C)N1CCc2c(sc(NC(=O)c3ccc(S(=O)(=O)N4CCc5ccccc54)cc3)c2C(N)=O)C1	-2	-0.3	3	-0.4	2	-0.2	-13	-2.2	-6
O=C1NC(=O)C(Cc2cccs2)C(=O)N1	-3	1.2	8	-1.7	5	-1.4	-1.0	-0.2	1
COc1ccc(CCOC(=O)c2ccc(NC(=O)CC#N)cc2)cc1	-1	1.7	0	-2.3	2	-1.5	-2.0	0.1	0
Cc1ccc(NC(=O)CNc2ccccc2N2CCCC2=O)cc1S(=O)(=O)N1CCCCC1	-12	5.1	-5	-0.8	-9	1.4	42*	-0.3	0
CCOC(=O)Cc1c(C)nc2c(-c3ccccc3)cnn2c1C	-2	-1.2	1	0.4	-5	3.5	1.0	·	1
N#Cc1c(-n2cccc2)cccc1-n1cccc1	-6	-2.2	15	-1.7	-3	-0.8	-0.1	-1.6	0
CC(C)CCOc1ccc(C(=O)NCC(c2cccs2)N2CCOCC2)cc1 (configuration not stated)	-39	-1.7	-7	-18	-6	0.0	-3.4	·	-2
Nc1ncnc2nc(SCCOc3ccc(Cl)cc3)[nH]c12	0	1.1	-7	0.5	-1	-2.1	-3.2	·	-6

Single entries from above.
FadD28 binding result of CN(CC(=O)N1CCOCC1)S(=O)(=O)c1ccc2ccccc2c1 stands at -1.6
Mtb FBA inh result of COc1ccc(-c2cc(-c3nnc(COC(=O)c4ccncc4)o3)c3ccccc3n2)cc1OC stands at -2

Further entries follow.
molecule	BoNT F protease	Mtb UGM inh	GDH-TPI inh	BoNT A protease	Anthrax LF inh2	PfHsp40 yeast	FadD28 binding	BioA inh	Mtb FBA inh
N=C1C(c2ccccc2)=C(O)CN1c1cccc(S(=O)(=O)N2CCCCC2)c1	2	2.0	5	-0.3	3	-1.6	-1.7	·	0
CCOc1ccccc1NC(=S)Nc1ccc2cn[nH]c2c1	-3	·	21	-3.0	3	-1.0	-2.2	·	8
COc1ccc(C(=O)O)cc1NC(=S)NC(=O)/C=C/c1ccc(C(C)C)cc1	0	1.7	24	-1.4	19	-0.9	-3.3	2.4	-2
CCn1c(=NC(=O)C2COc3ccccc3O2)sc2c(C)ccc(OC)c21 (configuration not stated)	2	2.3	0	-0.2	-5	0.0	-1.4	·	4
COc1ccc(CN(C)S(=O)(=O)c2ccc3c(c2)OCCO3)cc1	1	0.2	5	-0.7	-3	3.0	0.1	0.3	-2
CCC(=O)Nc1nnc(SCc2cccc(F)c2)s1	1	0.3	2	-0.3	-4	-0.4	-1.2	·	1
Fc1ccccc1-c1n[nH]c(=S)n1/N=C/c1c[nH]c2ccccc12	?	2.1	1	0.1	10	1.3	-3.8	·	5
Oc1ccc(CCc2ccccn2)cc1	5	·	6	0.5	0	·	0.2	-0.1	-1
Cc1nc2sccn2c(=O)c1S(=O)(=O)N1CCN(c2ccccc2F)CC1	5	·	17	0.3	-4	·	0.4	1.4	-1
c1ccc(-c2ccc(C3=Nn4c(nnc4-c4cccs4)SC3)cc2)cc1	4	0.3	4	-0.6	-6	0.1	-0.8	2.5	0
CCc1nc(NCc2ccccc2)c(C#N)c2c1CCCC2	-14	0.6	5	-1.4	0	0.2	-1.5	1.0	6
CCC(=O)N1N=C(c2ccc(C)o2)CC1c1ccc(N(C)C)cc1 (configuration not stated)	0	-0.8	14	0.1	-2	5.6	-4.5	·	-2
Cc1cc(C)c(C)c(N=Nc2nc3ccccc3n2C)c1C	-5	1.9	16	-0.3	-2	-0.5	-2.0	·	3
CC(NC(=O)c1ccc(CS(=O)(=O)c2cccc(C(F)(F)F)c2)o1)c1ccc2c(c1)OCCO2 (configuration not stated)	22	3.4	-7	3.1	9	1.2	-1.5	·	0
CN(C)c1ccc(/C=N/NC(=O)c2cnc3ccccc3c2)cc1	10	3.1	32*	2.3	4	-0.9	-4.3	-1.1	-2
Cc1ccc2cccc(OC(=O)N(C)c3ccccc3)c2n1	-5	0.9	2	0.0	-7	1.3	-2.6	3.6	-3
CNC(=O)Nc1ccc(Cl)cc1	-11	2.6	7	-1.8	4	-1.0	-1.0	-3.2	-3
O=C(c1cccc(F)c1)N1CCN(Cc2c[nH]c3ccccc23)CC1	6	2.2	12	0.8	-4	-1.1	-2.1	0.4	6
O=C(Nc1cccc2cccnc12)c1ccc(Br)o1	4	-2.6	6	?	-5	2.3	-1.5	·	2
Cc1ccsc1C(=O)OCC(=O)NCc1ccccc1	3	6.1	11	1.0	-7	-1.3	-0.4	·	3
COCCOC(=O)CC1=NC(=O)CS1	-2	1.9	4	0.6	2	-0.3	0.0	-3.5	-2
Cc1ccccc1-c1cc2nc(-c3ccc([N+](=O)[O-])cc3)cc(=O)n2[nH]1	-8	-0.6	6	-0.7	-9	·	-1.2	·	0
CCC(C)Nc1c([N+](=O)[O-])cc(C)cc1[N+](=O)[O-] (configuration not stated)	-7	0.4	4	?	-3	0.2	-2.2	·	-5
Cc1onc(C(=O)N2CCOCC2)c1[N+](=O)[O-]	-1	-2.5	-2	0.5	-1	-1.7	-3.0	·	-1
O=C(N[C@@H](Cc1ccccc1)C(=O)NCCc1c[nH]c2ccccc12)c1ccco1	-25	-1.7	-1	0.2	-2	0.5	-2.1	-1.0	3
O=C(CN(Cc1ccc(Cl)c(Cl)c1)S(=O)(=O)c1ccccc1)N/N=C\c1ccc2c(c1)OCO2	?	4.2	-1	-0.4	-8	-1.4	1.4	-0.8	11
COc1ccc(NC(=S)Nc2ccccc2C(F)(F)F)cc1	2	1.4	1	-0.3	-2	-0.7	-4.1	·	-1
CCN(C(=O)CSc1nc2ccccc2n1CC(C)C)c1c(N)n(Cc2ccccc2)c(=O)[nH]c1=O	1	·	1	0.3	1	-0.1	-6.2	2.0	0
CCOc1ccccc1NC(=O)Nc1c(C)n(-c2ccccc2)c(=O)n1C	2	1.6	-8	3.0	-5	-0.7	0.4	·	-3
c1ccc2sc(NC3=NCN(C4CCCCC4)CN3)nc2c1	2	1.3	3	-0.7	-6	0.3	-1.7	·	0

Screening data (PubChem BioAssay)
